hIAP inh: human IAP inhibition | purified IAP, CDP-Star luminescence, 30 min | inhibition, % at 10 µM | 330,000 tested, 0.12% active | AID 2544;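 active = inhibition reaching a set limit with compound at 10 µM in the primary screen, cut at about 35% in these data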;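 note: plate controls were DMSO wells with enzyme for no effect and no-enzyme buffer wells for full effect; values of inactives mirror those of a sister screen read the other way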
PfGluPho inh: PfG6PD (Plasmodium falciparum) enzyme inhibition; PfGluPho enzyme, NADPH resazurin-diaphorase fluorescence; inhibition, % at 20 µM; 350,000 tested, 0.78% active; AID 504690;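 active = inhibition reaching at least a set limit at 20 µM in the primary screen, cut at about 59% in these data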;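 note: 0% = DMSO wells with substrate and 100% = DMSO wells lacking glucose-6-phosphate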
mIAP activ: mouse IAP activation; muIAP, CDP-Star luminescence, 30 min; active compounds read high; 1 = vehicle-only enzyme signal, 0 = enzyme-free wells; 330,000 tested, 0.24% active; activation factor at 10 µM;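 active = activation factor of at least 2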; note: the source names both 10 and 20 µM as test concentration; values of inactives mirror those of a sister screen read the other way
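also added = chemiluminescent substrate CDP-Star | test system = mouse IAP enzyme | signal = chemiluminescence readout | compound = DMSO-dissolved test compounds | incubation = 30 min at room temperature | benchmarks = DMSO wells, no-enzyme wells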
hIAP act: increases human intestinal alkaline phosphatase activity | purified human IAP, CDP-Star luminescence, 30 min; active compounds read high; 1 = vehicle-only enzyme, 0 = enzyme-free background | activation factor at 10 µM | 330,000 tested, 0.16% active | AID 2524;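 active = activation factor of the enzyme at least 2-fold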; note: the source names both 10 and 20 µM as test concentration; values of inactives mirror those of a sister screen read the other way
A3A deaminase: inhibitors of human APOBEC3A DNA deaminase; P31941; recombinant A3A, FAM/TAMRA ssDNA deamination fluorescence; inhibition, % at 20 µM; 330,000 tested, 0.41% active;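 active = at least 40% inhibition at 20 µM here, with at most 30% in a related deaminase screen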;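 note: plate controls were A3A with DMSO for no effect and wells lacking A3A enzyme for full effect; some results filed as inactive read as strong as hits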
Target sequence (P31941 whole entry, looked up): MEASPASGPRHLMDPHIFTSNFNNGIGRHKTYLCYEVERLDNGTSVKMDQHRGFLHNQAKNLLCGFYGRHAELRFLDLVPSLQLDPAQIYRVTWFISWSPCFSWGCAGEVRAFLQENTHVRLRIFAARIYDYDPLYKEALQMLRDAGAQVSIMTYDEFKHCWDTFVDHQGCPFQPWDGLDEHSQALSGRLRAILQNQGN
ATG4B inh: blocks human ATG4B protease cleavage of LC3 substrate | 340,000 tested, 0.51% active | ATG4B cleavage of LC3-PLA2, NBD-HPC fluorescence, 1 h | inhibition, % at 8.33 µM | Q9Y4P1; in the data active = inhibition above about 40%
Target sequence (Q9Y4P1 whole entry, looked up): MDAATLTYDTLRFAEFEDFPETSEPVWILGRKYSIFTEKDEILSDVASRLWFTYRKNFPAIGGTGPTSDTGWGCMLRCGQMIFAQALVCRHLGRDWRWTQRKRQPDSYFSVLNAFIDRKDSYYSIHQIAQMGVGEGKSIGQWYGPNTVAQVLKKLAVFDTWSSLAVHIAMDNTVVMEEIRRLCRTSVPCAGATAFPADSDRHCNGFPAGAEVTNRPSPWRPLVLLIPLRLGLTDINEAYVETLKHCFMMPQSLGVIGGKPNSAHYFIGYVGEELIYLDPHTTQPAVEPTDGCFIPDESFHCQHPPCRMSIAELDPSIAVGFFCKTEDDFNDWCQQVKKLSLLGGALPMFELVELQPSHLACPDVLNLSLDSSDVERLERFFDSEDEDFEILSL
HKDC1 inh: HKDC1 (human) hexokinase inhibition. recombinant HKDC1, G6PDH/diaphorase resazurin coupled fluorescence. inhibition, % at 20 µM. 340,000 tested, 0.16% active;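 active = inhibition above about 35% when tested at 20 µM, limit read from the data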;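 note: plate controls were DMSO wells with enzyme for no effect and DMSO wells lacking enzyme for full effect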
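Incubation: 90 min at room temperature in dark / Material: recombinant HKDC1 (HK5) hexokinase enzyme, produced in-house / Quantity: enzyme 5 µg/mL final / Compound: one dose of 20 µM, 1% DMSO / Reagent: glucose and ATP substrates / Buffer or medium: Tris pH 8.0 buffer with MgCl2, Tween-20, BSA, BME / Technique: resorufin fluorescence at 613 nm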
mIAP block: blocks mouse intestinal alkaline phosphatase | purified mouse IAP, CDP-Star luminescence, 30 min | inhibition, % at 10 µM | 330,000 tested, 0.2% active;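 active = inhibition of at least 40% at 10 µM in the primary screen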;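 note: plate controls were DMSO with enzyme for no effect and no enzyme wells for full effect; values of inactives mirror those of a sister screen read the other way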
Active calls of the source: *.

SMILES	hIAP inh	PfGluPho inh	mIAP activ	hIAP act	A3A deaminase	ATG4B inh	HKDC1 inh	mIAP block
CCN(CC)S(=O)(=O)c1ccc(C(=O)NCCCn2ccnc2)cc1	-20	23	1	1.2	3	10	-12	0
COc1ccc(S(=O)(=O)N2CCN(C(=O)c3cc(C)on3)CC2)cc1	3	-20	1.1	0.97	-4	-3	4	-6
CS(=O)(=O)Nc1ccc(C2=NN(C(=O)c3ccco3)C(c3cccc(F)c3)C2)cc1 (stereo not given)	-13	19	1	1.1	0	-18	-6	-3
O=c1cc(C23CC4CC(CC(C4)C2)C3)[nH][nH]1	-1	24	1.1	1	-2	9	-6	-11
CCN1CCc2c(sc(NC(=O)c3ccc(S(=O)(=O)N4CCOCC4)cc3)c2C(=O)OC)C1	-5	-16	0.81	1	3	-5	-12	19
N#Cc1cc(C(=O)c2ccccc2OCC(=O)Nc2ccccc2Cl)cn(C2CCCCC2)c1=O	-1	7	0.95	1	-7	4	-6	5
O=C1Nc2ccc([N+](=O)[O-])cc2C1(O)N1CCCCCC1 (stereo not given)	18	2	0.99	0.81	-1	5	-5	1
Cc1cc2cc(CNC(=O)c3ccco3)ccc2n1C	14	38	0.85	0.86	15	-6	2	15
Cc1ccc(C(=O)NCN2CCN(c3ccccc3)CC2)cc1	-4	2	1.1	1	2	-7	-2	-12
COCC(=O)Nc1c(C(=O)Nc2ccc3c(c2)OCO3)oc2ccccc12	-12	-2	1.1	1.1	-6	-6	-4	-6
Cc1nc(-c2ccc(S(=O)(=O)Nc3ccc(Br)cc3Cl)s2)cs1	13	-26	0.91	0.87	-3	9	2	9
O=C(CSc1nc2ccccc2c(=O)n1NC(=O)Cc1ccccc1)NCCc1ccccc1	12	6	1.1	0.88	-3	-3	-4	-9
COc1ccc(NS(=O)(=O)c2cc(NC(=O)CC(=O)c3ccc([N+](=O)[O-])cc3)ccc2C)cc1	25	-14	0.86	0.75	-4	1	2	14
O=S(=O)(c1cccc2ccccc12)N1CCSC1	-16	-15	1.1	1.2	4	-2	-5	-8
COc1ccc(-n2ncc3c(NCc4ccc5c(c4)OCO5)ncnc32)cc1	-8	0	1	1.1	-1	-3	-9	-2
CCOC(=O)CN1C(=O)C(=O)N(Cc2ccccc2)C1=O	11	-11	1.2	0.89	1	-3	-1	-15
O=C1c2ccccc2C(=O)N1C1CCCCC1	-26	5	0.92	1.3	-3	1	-2	8
O=C(COc1ccc(/C=C\[N+](=O)[O-])cc1)N1CCOCC1	-2	5	0.99	1	4	-6	5	1
Cc1ccccc1NC(=O)N1CCC(C(=O)c2ccc(F)cc2)CC1	5	-1	0.97	0.95	-1	-4	-10	3
CCOCC(=O)Nc1nc2ccc(S(C)(=O)=O)cc2s1	3	7	0.96	0.97	-2	-5	-4	4
Nc1nc(SCC(=O)Nc2ccc(Cl)cn2)n[nH]1	-24	2	0.89	1.2	-3	0	16	11
Cc1nn(Cc2ccc(C(=O)N3CCOCC3)o2)c(C)c1Br	11	-10	0.94	0.89	-1	4	-3	6
N#Cc1ccccc1NC(=O)COC(=O)c1ccc(F)cc1F	-25	-12	1.1	1.2	-2	5	-4	-11
Cc1cccc(NC(=O)c2nc(S(=O)(=O)Cc3ccccc3)ncc2Cl)c1	8	33	0.97	0.92	-1	-8	3	3
Cc1cc(C(=O)OCC(=O)Nc2nc(-c3ccccc3)cs2)c(C)o1	-6	-12	0.97	1.1	-4	-5	2	2

An excerpt from above in order of heavy-atom count, ascending:
SMILES	hIAP inh	PfGluPho inh	mIAP activ	hIAP act	A3A deaminase	ATG4B inh	HKDC1 inh	mIAP block
Nc1nc(SCC(=O)Nc2ccc(Cl)cn2)n[nH]1	-24	2	0.89	1.2	-3	0	16	11
COCC(=O)Nc1c(C(=O)Nc2ccc3c(c2)OCO3)oc2ccccc12	-12	-2	1.1	1.1	-6	-6	-4	-6
N#Cc1cc(C(=O)c2ccccc2OCC(=O)Nc2ccccc2Cl)cn(C2CCCCC2)c1=O	-1	7	0.95	1	-7	4	-6	5

Single records, as listed above.
`Cc1cccc(NC(=O)c2nc(S(=O)(=O)Cc3ccccc3)ncc2Cl)c1` across the screens: hIAP inh = 8; PfGluPho inh = 33; mIAP activ = 0.97; hIAP act = 0.92; A3A deaminase = -1; ATG4B inh = -8; HKDC1 inh = 3; mIAP block = 3
`O=C1c2ccccc2C(=O)N1C1CCCCC1` across the screens: hIAP inh = -26; PfGluPho inh = 5; mIAP activ = 0.92; hIAP act = 1.3; A3A deaminase = -3; ATG4B inh = 1; HKDC1 inh = -2; mIAP block = 8

Other results
SMILES	hIAP inh	PfGluPho inh	mIAP activ	hIAP act	A3A deaminase	ATG4B inh	HKDC1 inh	mIAP block
COc1cc(NS(=O)(=O)c2ccc(Nc3nc(-c4cccc([N+](=O)[O-])c4)cs3)cc2)nc(OC)n1	20	9	0.89	0.8	0	45*	-6	11
CC(=O)c1ccc(OC(=O)C2CC(=O)N(c3cccc(C)c3)C2)cc1 (stereo not given)	-5	6	0.98	1.1	0	10	-5	2
COc1ccc(Nc2nc(-c3cccc([N+](=O)[O-])c3)nc3ccccc23)cc1	17	7	0.98	0.83	1	28	-6	2
O=[N+]([O-])c1ccc(S(=O)(=O)Nc2cccc(-c3ccc(N4CCCC4)nn3)c2)cc1	12	17	0.99	0.88	1	-7	4	1
O=C(Cc1cccs1)N1CCN(S(=O)(=O)c2ccc(F)cc2)CC1	-38	7	1	1.4	-5	-10	-11	-2
Cc1ccc(C(=O)NNC(=S)NCC2CCCO2)cc1[N+](=O)[O-] (stereo not given)	-55	-3	0.93	1.6	-5	-3	8	7
O=C(CCNC(=O)c1ccc([N+](=O)[O-])cc1)Oc1ccc(F)c(F)c1	-8	11	1	1.1	-5	-3	2	-3
COc1ccc(-c2ccnc(SCC(=O)N3CCN(c4ccccc4)CC3)n2)cc1	16	4	0.98	0.84	1	1	-4	2
O=C(NCCCn1ccnc1)/C(=C\c1cccnc1)NC(=O)c1ccccc1Br	3	-5	0.94	0.97	-3	-6	-3	6
NCCCCCc1nnc(SCc2ccc(Cl)c(Cl)c2)o1	-9	3	0.97	1.1	-3	-1	1	3
COc1ccc(OC)c(NC(=O)Nc2cccc3ccccc23)c1	9	3	1.2	0.91	-5	-1	1	-22
N#CCSc1ccccc1NC(=O)COC(=O)CCNC(=O)c1ccc([N+](=O)[O-])cc1	-2	6	0.96	1	-1	1	-4	4
CC(C)C(NC(=O)CCNC(=O)c1ccc([N+](=O)[O-])cc1)c1nc2ccccc2[nH]1 (stereo not given)	1	4	0.94	0.99	29	-10	-7	6
Cc1ccc(C2c3c(oc4cc(C)c(C)cc4c3=O)C(=O)N2CCCN2CCOCC2)cc1 (stereo not given)	4	-3	1	0.96	-2	-10	-29	-1
Cc1ccc2c(c1)C(c1ccccc1)N(C(=O)c1ccc(F)cc1)CC(=O)N2 (stereo not given)	-9	3	0.89	1.1	-1	-6	-5	12
O=C1C=C(c2cccc(CO)c2)C[C@@H](c2ccc(Cl)cc2)C1	-2	-7	0.94	1	1	-2	6	6
Cc1nc2ccc(NC(=O)Cc3ccc(Br)cc3)cc2s1	-4	6	1.2	1	20	-9	0	-23
COc1cccc(NC(=O)CN(C)C(=O)c2csc3c2CCCC3)c1	9	1	1.1	0.91	-7	-6	-2	-7
Cc1c(C#N)c(SCC(N)=O)nc2c1CCCC2	-2	-11	1.1	1	-3	3	-4	-6
COc1cc2c(cc1OC)C(c1ccccc1[N+](=O)[O-])N(C(C)=O)CC2 (stereo not given)	2	12	1.2	0.98	-7	-5	-7	-17
CCOC(=O)c1nn(-c2ccccc2)c(=O)cc1OCC(=O)Nc1cccc(OC)c1	-2	-2	0.96	1	-2	6	-4	4
COC(=O)c1sccc1NC(=S)N1CCN(c2ccccc2)CC1	1	2	1.1	0.99	3	1	4	-7
CCOC(CNC(=O)Cc1c(C)nc2c(-c3ccccc3)c(C)nn2c1C)OCC	6	-4	0.98	0.94	-4	-12	-11	2
CCCCN(C)CCC(=O)Nc1ccc(C)cc1	0	-27	1	1	-4	3	13	-3
CCC1CCCCN1CCCNC(=O)CSc1nc2nc(C)c(Cc3ccccc3Cl)c(C)n2n1 (stereo not given)	-2	-3	1	1	-4	4	-2	-1

(listing goes on)
SMILES	hIAP inh	PfGluPho inh	mIAP activ	hIAP act	A3A deaminase	ATG4B inh	HKDC1 inh	mIAP block
O=S(=O)(c1cc(Cl)ccc1Br)N1CCCCC1	-7	-15	0.93	1.1	-1	3	-8	7
Cc1cccc(NCc2nc3ccccc3n2C)c1	-4	13	1	1	-3	-2	-11	-2
CCN1CCN(C(c2cccs2)C(C)NS(=O)(=O)c2ccc(C)cc2)CC1 (stereo not given)	-48	-20	1	1.5	0	-5	-3	-3
CC(C(=O)Nc1ccc2nccnc2c1)N1C(=O)C2C3C=CC(C3)C2C1=O (stereo not given)	3	0	0.91	0.97	-2	0	-1	9
COc1ccc(-n2c(C)cc(C(=O)COC(=O)c3cc(OC)c(OC)cc3NC(=O)c3cccs3)c2C)cc1	21	-6	1	0.79	2	-7	-7	-1
COc1cc(CN2CCN(c3ccccc3C)CC2)cc([N+](=O)[O-])c1O	5	-1	0.94	0.95	2	3	5	6
Cc1cccc(C)c1N1CCN(C(=O)N2CCCCC2)CC1	-1	1	1.1	1	2	-1	-2	-8
OCCSc1nnc(Nc2ccccc2)s1	-10	1	0.96	1.1	-1	-5	-11	4
Cc1c(C(=O)N2CCCCC2)c(S(=O)(=O)N2c3ccccc3CC2C)c(C)n1C (stereo not given)	-12	-2	0.92	1.1	-5	3	-5	8
C=CCN=C1CCCc2c1[nH]c1ccc(C)cc21	14	-8	1.1	0.86	-2	-3	-11	-8
COC(=O)C1CSC2c3ccccc3C(=O)N12 (stereo not given)	6	8	0.89	0.94	-2	-3	-5	12
CCCC(=O)N=c1sc2c(OC)ccc(OC)c2n1C	-17	0	0.97	1.2	-1	2	-7	3
CCc1ccc(S(=O)(=O)NC(CC(=O)O)c2ccccc2)cc1 (stereo not given)	3	-20	1	0.97	-3	-4	-8	-1
N#Cc1nc(-c2ccccc2)oc1N1CCCCC1	19	1	0.93	0.81	-2	-5	-2	7
CC(CN1CCCC1)OC(=O)c1cccc(F)c1 (stereo not given)	-16	-18	1	1.2	-4	2	1	-2
Cc1c(NS(=O)(=O)c2cc(C(=O)N3CCCC(C)C3)ccc2Cl)c(=O)n(-c2ccccc2)n1C (stereo not given)	-4	-2	1.1	1	-2	-5	-4	-6
CCN(CC)CC(=O)NC12CC3CC(CC(C3)C1)C2	14	2	0.99	0.86	-1	-3	-6	1
Cc1ccc(OCc2cc(C(=O)N(C)Cc3cc(C4CC4)n[nH]3)no2)cc1C	-37	26	1	1.4	-4	-12	-2	-1
COc1ccc(C(=O)Oc2ccc3ccc(=O)oc3c2)cc1	0	-3	0.88	1	-2	4	3	12
CC(C)(Oc1ccc(Cl)cc1)C(=O)NCc1n[nH]c(=O)c2ccccc12	9	9	0.97	0.91	-3	-6	-5	3
CCn1ccnc1CNC(=O)c1ccc(OC2CCN(C(=O)COC)CC2)cc1	-10	3	0.99	1.1	-8	20	-4	1
COc1ccc(N2Cc3ccccc3/C2=N\C(=O)Nc2ccccc2)cc1	-7	9	1.2	1.1	-8	-9	-2	-18
CCOC(=O)c1c(CSC(=N)N)n(-c2ccccc2)c2cc(Br)c(OC(C)=O)cc12	1	13	0.91	0.99	-1	35	10	9
O=C(Cn1nnc(-c2cccs2)n1)Nc1ccccc1C(F)(F)F	-17	0	0.99	1.2	-2	-3	-10	0
CCOC(=O)CN1C(=O)C(=O)N(Cc2c(Cl)cccc2Cl)C1=O	-9	0	1.1	1.1	-4	9	-9	-7
O=C(NCC1COc2ccccc2O1)c1ccco1 (stereo not given)	-6	2	0.96	1.1	-4	8	0	4
C(=N\N1CCOCC1)/c1nc(-c2ccccc2)n2ccccc12	-4	12	0.88	1	2	-1	0	12
